NOD2 RIPK2 PPI = NOD2-RIPK2 binding disruptors in cells, primary screen, fluorescence, CHO cells, BLA complementation; 360,000 compounds, 0.38% hits; CCF4 ratio; Receptor-interacting serine/threonine-protein kinase 2 (Homo sapiens), O43353; inhibition, % at 4.98 µM; AID 624267, 2012; in the data active means inhibition above about 21%;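 further: 0% = vehicle only and 100% = reference blocker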
NR5A2 inv ag = LRH-1 (NR5A2) inverse agonists, primary screen, cell-based, luminescence, HEK293T, StAR-luciferase reporter; Nuclear receptor subfamily 5 group A member 2 (Homo sapiens), O00482; LRH-1 transfected, 24 h; inhibition, % at 3.6 µM; 360,000 compounds, 0.13% hits;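 active means inhibition above the mean inhibition of all tested compounds plus 3 SD, cut at about 73% in these data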;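 further: 0% = DMSO wells and 100% = reporter-only cells lacking LRH-1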
Target sequence (O00482 whole entry, looked up): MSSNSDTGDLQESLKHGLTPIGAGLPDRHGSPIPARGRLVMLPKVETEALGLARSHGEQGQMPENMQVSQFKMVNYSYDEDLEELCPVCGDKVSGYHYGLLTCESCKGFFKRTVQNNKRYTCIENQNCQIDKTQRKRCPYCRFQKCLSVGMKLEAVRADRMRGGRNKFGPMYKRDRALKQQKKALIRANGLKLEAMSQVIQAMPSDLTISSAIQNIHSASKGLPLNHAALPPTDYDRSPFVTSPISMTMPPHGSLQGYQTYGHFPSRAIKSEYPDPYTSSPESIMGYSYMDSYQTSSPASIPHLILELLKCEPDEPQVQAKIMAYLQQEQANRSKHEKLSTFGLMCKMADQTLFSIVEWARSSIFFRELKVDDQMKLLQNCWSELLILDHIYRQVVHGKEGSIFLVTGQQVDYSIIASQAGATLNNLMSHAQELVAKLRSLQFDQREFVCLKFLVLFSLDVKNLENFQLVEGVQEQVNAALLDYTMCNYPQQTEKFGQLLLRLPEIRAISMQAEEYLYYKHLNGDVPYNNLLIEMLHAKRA
NCOA3 inh = SRC3 coactivator transcriptional activity inhibitors, primary screen, cell-based, luminescence. Nuclear receptor coactivator 3 (Homo sapiens), Q9Y6Q9. HEK293 GAL4-SRC3 luciferase reporter. inhibition, % at 3.6 µM. 360,000 compounds, 0.17% hits. AID 588352, 2011;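 active means inhibition above a per-campaign cutoff, the mean of all compounds plus 3 SD, cut at about 60% in these data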;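 further: 0% = DMSO-treated cells and 100% = gossypol-treated cells at 36 µM; higher means less SRC3-driven luciferase light from the GAL4 reporter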
TROY signal inh = inhibitors of TROY-driven NF-kB signaling, primary screen, Q293 LMP1-TROYcd cells, NF-kB luciferase, uHTS. 360,000 compounds, 0.98% hits. AID 1347056, 2019. Q293 LMP1-TROYcd NF-kB luciferase reporter, 4 h. inhibition, % at 10 µM;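 active means compounds whose plate-normalised and pattern-corrected inhibition of the luciferase reporter signal at the single screening dose is 50% or more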
SRC1 inh = SRC1 coactivator transcriptional activity inhibitors, primary screen, cell-based, luminescence; Nuclear receptor coactivator 1 (Homo sapiens), Q15788; HEK293 GAL4-SRC1 luciferase reporter; inhibition, % at 3.6 µM; 360,000 compounds, 0.12% hits; AID 588354, 2011;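 active means inhibition above the campaign mean plus 3 SD, with each screening campaign given its own cutoff, cut at about 60% in these data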;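 further: 0% = DMSO treated cells and 100% = gossypol at 36 µM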
COUP-TFII inh = NR2F2 transcriptional activity inhibitors, primary screen, cell-based, luciferase reporter, HEK293T, luminescence; COUP transcription factor 2 (Homo sapiens), P24468; HEK293T NGFI-A luciferase reporter; inhibition, % at 8.6 µM; 370,000 compounds, 0.7% hits;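 active means inhibition above a per-plate cutoff, mean inhibition of test wells between control levels plus 3 SD, cut at about 38% in these data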;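 further: cells cotransfected with COUP-TFII expression vector driving the NGFI-A reporter; 0% = median of COUP-TF2 test wells and 100% = reporter-only cells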
Target sequence (P24468 whole entry, looked up): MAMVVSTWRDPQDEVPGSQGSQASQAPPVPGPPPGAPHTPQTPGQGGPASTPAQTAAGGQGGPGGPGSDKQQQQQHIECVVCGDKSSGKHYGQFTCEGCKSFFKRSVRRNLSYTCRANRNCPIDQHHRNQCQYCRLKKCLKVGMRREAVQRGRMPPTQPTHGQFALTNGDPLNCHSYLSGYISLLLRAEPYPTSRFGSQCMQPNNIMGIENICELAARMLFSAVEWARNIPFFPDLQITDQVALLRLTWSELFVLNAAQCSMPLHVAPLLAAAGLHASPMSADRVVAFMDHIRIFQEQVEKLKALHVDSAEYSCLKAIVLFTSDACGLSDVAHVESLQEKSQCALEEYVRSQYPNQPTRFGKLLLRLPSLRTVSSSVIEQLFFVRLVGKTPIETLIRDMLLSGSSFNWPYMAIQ
SRC2 inh = inhibition of GAL4-SRC2 driven luciferase reporter, primary screen, SRC2 inhibitor project, cell-based, luminescence | Nuclear receptor coactivator 2 (Homo sapiens), Q15596 | HEK293 GAL4-SRC2 luciferase reporter | inhibition, % at 9 µM | 370,000 compounds, 0.17% hits | AID 651957, 2012;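 active means inhibition above the mean inhibition of all tested compounds plus 3 SD, set per campaign, cut at about 52% in these data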;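 further: 0% = DMSO treated cells and 100% = cells given Gossypol at 36 µM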
LMP1 NFkB inh = EBV LMP1-driven NF-kappaB luciferase reporter inhibitors, primary screen, cell-based, luminescence, single point | LMP1-induced NF-kappaB luciferase reporter cells | inhibition, % at 12.5 µM | 350,000 compounds, 0.69% hits; in the data active means inhibition above about 41%;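 further: 0% = neutral control wells and 100% = reference inhibitor control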
TLR9-MyD88 block = inhibitors of TLR9-MyD88 association in cells, primary screen, cell-based, CHO, BLA complementation, fluorescence | Toll-like receptor 9 (Homo sapiens) + Myeloid differentiation primary response protein … | CCF4 FRET ratio | inhibition, % at 4.98 µM | 340,000 compounds, 0.21% hits | AID 504734, 2011;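 active means inhibition above the mean over all tested compounds plus 3 SD, cut at about 21% in these data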;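 further: 0% = DMSO only wells and 100% = clavulanate BLA inhibitor control wells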
TRAIL sens C8 = viability loss with TRAIL in NB7+C8 cells, primary screen, TRAIL sensitizer project, cell-based, ATPlite luminescence | 360,000 compounds, 1% hits | inhibition (viability loss, TRAIL sensitization), % at 10 µM;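 active means compounds causing at least 50% loss of cell viability in the single-dose screen, relative to plate controls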
Vif inh = HIV Vif self-association inhibitors, primary screen, imaging, HEK293T, single point. inhibition, % at 7.49 µM. 340,000 compounds, 0.35% hits. HEK293T cells, Vif self-association by quenched fluorescence, 24 h; in the data active means inhibition above about 50%, passing the limit was not always enough; further: some results filed as inactive read as strong as hits
* marks the source's active call; other numbers are inactive results; x = not tested or not shown. The list is partial; count on the stated rates, not on these rows.

SMILES	NOD2 RIPK2 PPI	NR5A2 inv ag	NCOA3 inh	TROY signal inh	SRC1 inh	COUP-TFII inh	SRC2 inh	LMP1 NFkB inh	TLR9-MyD88 block	TRAIL sens C8	Vif inh
CCCCN1C2CCCC1CC(NC(=O)c1ccc(OC)c(OC)c1)C2 (stereo not drawn)	-1	-6	13	7	-13	-9	-16	8	-6	2	12
O=C(N[C@H]1C/C=C\C[C@@H](CC(=O)N(CCO)Cc2ccccc2)C(=O)N2CCC[C@@H]2COC1=O)OCC1c2ccccc2-c2ccccc21	-7	4	8	12	-29	x	x	-12	-6	8	4
CC(C)=CCN1CCN(Cc2ccc3nsnc3c2)CC1CCO (stereo not drawn)	5	-6	17	10	-25	5	-11	-14	-5	-11	1
Nc1nc2ccccc2nc1N	5	-20	-10	-20	-18	-20	-10	-7	-14	1	x
COc1ccc(/C=N/N2C(=O)CSC2=S)cc1	-7	3	-17	-25	-16	-16	6	1	1	-10	x
CCCCn1c(N)c(-c2nc3ccccc3s2)c2c([N+](=O)[O-])nn(CC)c(=O)c21	-1	-1	5	8	0	20	-2	-1	-8	16	10
Cc1cccc(NC(=O)C2CCN(S(=O)(=O)c3cccc4nonc34)CC2)c1	-8	5	8	1	4	8	-25	0	6	0	16
CCOc1ccccc1C(=O)N1CCN=C1SCc1cccnc1	3	1	-16	15	6	1	5	10	-11	-7	x
Cn1cnnc1SCc1ccc(C(=O)N=Nc2c(O)n(C)c3ccccc23)cc1	-10	11	10	5	-4	7	0	-5	-7	5	-4
CCCCOc1ccc(C(=O)OCC(=O)NC2CCCC2)cc1	-7	24	-2	11	7	-3	-12	6	-13	11	-4
CC(Oc1ccccc1F)C(=O)NNC(=O)C1CC(=O)N(c2ccc3c(c2)OCCO3)C1 (stereo not drawn)	-4	-17	-4	3	-15	9	-19	1	-5	0	-1
Cc1cnc(C(=O)Nc2nnc(C)s2)cn1	10	-11	11	-5	-9	3	-16	3	10	3	-2
CC(CN1C(C)CCCC1C)OC(=O)c1ccc(Cl)cc1Cl (stereo not drawn)	-2	0	19	0	7	-16	10	-1	-7	-16	4
CCCCCCCCN1[C@@H](CC(C)=O)c2cc(C(F)(F)F)ccc2S1(=O)=O	-2	10	5	-6	5	8	-10	1	4	8	-7
CSC1=Nc2sc3c(c2C2=NCCN12)CC(C)(C)OC3	-2	-6	3	-25	3	16	16	3	1	-10	-4
Cc1ccc(-c2csc3n[nH]c(=S)n23)cc1	-5	-2	11	5	-34	2	-33	4	4	4	-29
Cc1cnc(C(=O)OCC(=O)Nc2ccc(Br)c(C)c2)cn1	6	-6	1	-2	1	-19	-5	2	4	-3	3
CCC(C)[C@H]1COCCS(=O)(=O)N1Cc1ccc(Cl)cc1Cl (stereo partly drawn)	-6	6	-4	8	13	-5	15	1	2	-8	5
CC(C)(C)CC(=O)Nc1cc2c3c(c1)CC(=O)N3CCC2	-5	-2	-14	9	2	-2	-6	1	-8	2	16
CC1CN(S(=O)(=O)c2ccc(C(=O)Nc3ccc(S(=O)(=O)Nc4nccs4)cc3)cc2)CC(C)O1 (stereo not drawn)	-4	-18	6	1	5	12	2	3	-2	-3	-2
COc1cc(/C=C/CNC[C@H]2O[C@@H](n3cc(C)c(=O)[nH]c3=O)C[C@@H]2O)ccc1O	-10	7	5	-21	-10	0	-20	-3	5	-1	3
O=C(CNC(=O)c1ccccc1)NCC(=O)OCc1ccc(Cl)cc1	1	5	14	17	-52	-5	-5	-11	4	-12	0
CCn1c(=O)c2cc(C(=O)N3CCOCC3)sc2c2ccccc21	-7	15	-12	1	-10	-9	-22	0	2	-16	-4
CCn1c(SCC(=O)Nc2ccc(OC)cc2)nc2c(c1=O)SCC2	-5	9	9	16	-5	-15	20	0	3	-17	x
CC(C)c1nc2sc3c(NCc4ccccc4)ncnc3c2c2c1COC(C)(C)C2	-14	11	-53	5	7	6	-11	9	-2	-1	x
OCC[C@H]1C[C@@H](O)[C@H](O)[C@]2(OCCCc3ccccc32)O1	-16	13	-3	-8	0	9	4	16	3	-4	x
CC(C)c1cc(C(=O)N(C)C2CCCN(Cc3ccccc3F)C2)n(C)n1 (stereo not drawn)	-12	17	7	-3	7	5	-4	4	-9	-6	x
COc1ccc(CN(C)CC(=O)NC(C)c2ccccc2)cc1OC (stereo not drawn)	-4	8	2	-6	8	-2	-10	5	-11	-19	10
CO[C@@]1(NC(=O)Cc2cccs2)C(=O)N2C(C(=O)O)=C(COC(N)=O)CS[C@@H]21	-4	20	3	1	6	-8	-48	10	7	-5	-2
Cc1nn(-c2ccccc2)c(C)c1/C=N/NC(=O)c1cc(-c2cccs2)[nH]n1	4	5	1	4	-12	-66	13	-19	-3	-24	1
CCOC(=O)c1sc2nc(CC(=O)OC)nc(NCC(=O)OC)c2c1C	5	-2	3	10	9	7	-61	1	-5	-3	-9
Cc1ccc(NC(=O)CN2C(=O)CCSc3ccc(S(=O)(=O)N4CCCC4)cc32)cc1	-3	-2	6	-17	12	0	-13	9	-1	17	-8
NS(=O)(=O)c1ccc(CNC(=O)/C=C/c2ccccc2)cc1	-12	0	4	-23	-42	11	0	-20	-9	-9	-2
CCN(CC)C(=O)[C@H]1C[C@H](CC(=O)NC/C=C(\C)CCC=C(C)C)C(=O)N2CCc3c([nH]c4cc(-c5ccco5)ccc34)[C@]12C	-2	12	2	-9	-4	27	12	6	-1	4	x
Cc1ccc(-c2csc(NC(=O)/C=C/c3cccs3)n2)cc1C	-8	-3	10	3	6	12	-3	21	2	-3	11
CC[C@]12c3[nH]c4ccc(OC)cc4c3CCN1C(=O)C(CC(=O)NCCc1ccccn1)C[C@@H]2C(=O)N1CCN(C(=O)c2ccco2)CC1 (stereo partly drawn)	-14	4	-5	4	-4	1	20	-2	-7	-12	0
COc1cc(S(=O)(=O)NC2CCSc3ccccc32)ccc1NC(C)=O (stereo not drawn)	-4	5	-8	17	-18	18	-2	-4	11	4	18
N/C(=N\N=Cc1ccc2c(c1)OCO2)NN=Cc1ccc2c(c1)OCO2	-3	-6	-20	-49	-7	-8	5	-15	-5	27	-3
Cc1ccc(S(=O)(=O)NCC2CCCO2)cc1 (stereo not drawn)	-5	-3	2	14	-6	5	-53	9	0	-1	0
O=C(O)c1ccc2c(c1)N(Cc1ccc(F)cc1)C(=O)c1ccccc1S2	-3	7	7	24	7	-3	29	-1	1	5	12
Cc1ccc(S(=O)(=O)N(C)CCCC(=O)N2CCOCC2)cc1	0	-16	-16	3	-10	6	9	-2	-7	-14	-7
COc1ccc(S(=O)(=O)N(C)C2CCN(C)CC2)cc1	-13	-17	-3	1	-1	12	-30	6	1	7	14
CSCCC(NC(=O)C12CC3CC(CC(C3)C1)C2)C(=O)OCC(=O)c1ccc(Cl)cc1 (stereo not drawn)	-8	11	18	-8	10	-8	-31	-1	8	-15	x
O=C1NC(c2ccccc2)=C(c2nc3ccccc3s2)C(c2ccc(F)cc2)N1 (stereo not drawn)	-5	6	15	27	-3	23	-7	1	4	9	-1
CCCCN1C(=O)c2ccc(C(=O)Nc3cccnc3)cc2C1=O	-8	19	20	-10	5	1	-16	2	2	8	0
COc1cc(C(=O)OCC(=O)N2CCN(C(C)=O)CC2)ccc1OCC(C)C	-1	6	4	-1	-1	-14	-4	-1	3	4	-9
COc1ccc(OCc2cc(C(=O)N(C)Cc3cc(C)no3)no2)c(Cl)c1	-10	-72	-83	-39	-84	-52	-55	-49	3	-2	-19
Cc1cccc(Nc2cc(C)nc3ccccc23)c1	-4	8	9	-11	5	-23	-28	-4	2	1	3
Cc1ccc(NC(=O)CSc2nnc(-c3ccncc3)n2C)cc1S(=O)(=O)N1CCOCC1	2	-20	19	-15	1	-22	8	-2	-7	-1	-6
NC(=NC(=O)c1ccccc1)N1N=CCC1c1ccccc1 (stereo not drawn)	8	4	-1	-4	3	-4	5	0	-7	6	-9
CC1(C)CC(=O)C(C=Nc2ccc(Cl)cn2)=C(O)C1	2	6	5	-14	3	-7	2	-2	6	-3	13
O=C(NCCc1ccccc1)[C@@H]1CC=C[C@@H]2CCN(C3CCCCC3)C(=O)[C@@H]21	3	1	-5	-6	-7	-8	15	4	2	4	-2
Clc1cccc(Cl)c1Cn1c(-c2cccnc2Cl)nc2ccccc21	9	5	3	-3	17	x	x	3	-5	4	-16
COCCNC(=O)C1CCCN(C(=O)c2nc(C)oc2C)CC1 (stereo not drawn)	-20	5	-8	11	8	-11	-30	x	x	-20	2
COc1cccc(/C=C2/SC(=S)N(CC(=O)NNC(=O)c3ccccc3OC)C2=O)c1	13	14	-2	-7	-5	-24	-5	-4	2	6	-7
COc1cccc(C2N=C(c3ccccc3C)NO2)c1OC (stereo not drawn)	-2	-17	-22	-18	-30	-8	-36	-17	9	17	-11
Cn1cccc1CC(=O)NNC(=O)Nc1cccc(Cl)c1	8	-11	-10	-11	5	17	27	4	2	1	6
CCOc1ccc(NC(=O)C(NC(=O)C2CCC(C)CC2)C(C)C)cc1 (stereo not drawn)	-3	-11	1	-8	-4	0	-1	0	2	5	-15
O=C(O)Cc1ccc(NC(=O)c2ccc3c(c2)C(=O)N(Cc2ccco2)C3=O)cc1	-9	-5	6	2	4	19	-24	6	7	-24	13
Cc1ccc(NC(=O)COC(=O)CCC2CCCC2)cc1S(=O)(=O)N1CCOCC1	4	2	-5	5	-16	14	-11	-10	0	7	0
Further structures follow:
SMILES	NOD2 RIPK2 PPI	NR5A2 inv ag	NCOA3 inh	TROY signal inh	SRC1 inh	COUP-TFII inh	SRC2 inh	LMP1 NFkB inh	TLR9-MyD88 block	TRAIL sens C8	Vif inh
CCN(CC(=O)NCc1cccs1)C(=O)c1ccc(-c2ccccc2F)o1	2	-13	-8	-17	-8	-8	-6	0	4	-3	5
O=C(Nc1ccc(F)cc1)N1CCN2C(=O)c3ccccc3C12c1ccccc1 (stereo not drawn)	-13	5	6	-9	7	x	x	0	9	-11	-2
C[C@H](CO)N1C[C@H](C)[C@H](CN(C)C(=O)Nc2ccc3c(c2)OCO3)Oc2ncc(Br)cc2C1=O	3	-14	9	6	-4	6	13	-7	0	4	-3
COc1ccc(S(=O)(=O)N(C)c2ccc(C(=O)N3CCCCC3)cc2)cc1	3	7	10	9	-10	17	13	1	0	5	-2
Cc1ccc(/C=C/c2nc3sc(C(=O)O)c(C)c3c(=O)[nH]2)cc1[N+](=O)[O-]	7	8	10	10	-10	-12	23	3	-1	-8	14
